High-throughput results (PubChem BioAssay)
S100A4 inh HTS = inhibitors of S100A4-myosin IIA peptide binding, primary screen, biochemical, fluorescence polarization, TAMRA-MyoIIA peptide | Protein S100-A4 (Homo sapiens), P26447 | inhibition, % at 10.7 µM | actives 0.14% (n = 360,000) | AID 652163, 2013;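 active = mean inhibition of at least 70% across replicates, with every replicate also reaching that level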
Target sequence (P26447 whole entry, looked up): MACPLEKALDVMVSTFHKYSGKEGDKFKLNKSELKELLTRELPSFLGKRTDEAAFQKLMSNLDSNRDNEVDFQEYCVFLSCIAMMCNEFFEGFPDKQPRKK
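Material: S100A4 monomer protein | Medium: HEPES pH 7.2 with CaCl2, KCl, NaCl, DTT, Triton | Reagent: Labelled myosin peptide probe, 5 nM | Doses: One dose per compound | Times: 5 min incubation before reading | Benchmarks: Neutral control DMSO, positive control TFP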
PAX8 reporter = inhibitors of PAX8-driven TPO luciferase reporter, primary screen, RMG-I cells, single concentration; SteadyGlo, 24 h; inhibition, % at 12.6 µM; actives 1.2% (n = 360,000);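 active = mean replicate inhibition at least 60% with every replicate also reaching 60%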;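 note: luciferase light reporting Pax8 driven TPO promoter activity; plate controls were median of neutral control wells for no effect and mitoxantrone controls for full effect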
PGC1a acetyl inh = inhibitors of PGC1a acetylation signal, primary screen, cell-based, U2OS, AlphaScreen, inhibitor mode. AlphaScreen anti-acetyl-lysine; with virally co-expressed GCN5 acetyltransferase. inhibition, % at 15.6 µM. actives 0.17% (n = 350,000). AID 651687, 2012;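 active = every replicate shows inhibition of at least 40%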;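 note: 0% = neutral control wells and 100% = positive control wells; some results beyond the cut were filed as inactive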
EWS-Fli inh = EWS/Fli-driven NR0B1 reporter inhibitors, primary screen, A673 cells, NR0B1 luciferase, luminescence, MLPCN library; inhibition, % at 12.6 µM; AID 651661, 2012; actives 0.67% (n = 350,000); viability-normalised;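 active = mean inhibition of at least 50% after viability correction, with every replicate also passing that limit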;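 note: firefly luciferase signal divided by Alamar Blue viability fluorescence both relative to DMSO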
LGR2 inh = inhibitors of bursicon-induced LGR2 CRE-luciferase signal, primary screen, cell-based, HEK293, CRE-luciferase reporter, bursicon stimulation; Drosophila bursicon receptor LGR2 (rickets); bursicon-stimulated, 4 h; inhibition, % at 9.99 µM; actives 0.35% (n = 380,000); AID 720647, 2013;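 active = drop in luminescence signal, shown as inhibition above about 50% in the replicate tests, limit read from the data, passing the limit was not always enough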;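 note: agonist challenge used bursicon conditioned medium at about half maximal strength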
PglD DTNB = C. jejuni PglD acetyltransferase inhibitors, primary screen, biochemical, DTNB colorimetric, single point. AID 602405, 2012. actives 0.098% (n = 360,000). inhibition, % at 12.5 µM. purified PglD enzyme, DTNB colorimetric CoA detection. UDP-N-acetylbacillosamine N-acetyltransferase PglD (Campylobacter jejuni); in the data active = inhibition above about 16%, passing the limit was not always enough; note: strong numbers were not always called active
ERAP1 HTS inh = human ERAP1 aminopeptidase inhibitors, primary screen, biochemical, single point, plate reader; Endoplasmic reticulum aminopeptidase 1 (Homo sapiens), Q9NZ08; recombinant ERAP1, Leu-AMC fluorescence, 60 min; inhibition, % at 10.7 µM; actives 0.15% (n = 340,000); AID 652197, 2013;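 active = mean replicate inhibition of at least 30%, or all replicates individually reaching that 30% level; inactive = mean below 30% and not every replicate reaching it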;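 note: 0% = neutral control wells and 100% = L-leucinethiol positive control wells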
Target sequence (Q9NZ08 whole entry, looked up): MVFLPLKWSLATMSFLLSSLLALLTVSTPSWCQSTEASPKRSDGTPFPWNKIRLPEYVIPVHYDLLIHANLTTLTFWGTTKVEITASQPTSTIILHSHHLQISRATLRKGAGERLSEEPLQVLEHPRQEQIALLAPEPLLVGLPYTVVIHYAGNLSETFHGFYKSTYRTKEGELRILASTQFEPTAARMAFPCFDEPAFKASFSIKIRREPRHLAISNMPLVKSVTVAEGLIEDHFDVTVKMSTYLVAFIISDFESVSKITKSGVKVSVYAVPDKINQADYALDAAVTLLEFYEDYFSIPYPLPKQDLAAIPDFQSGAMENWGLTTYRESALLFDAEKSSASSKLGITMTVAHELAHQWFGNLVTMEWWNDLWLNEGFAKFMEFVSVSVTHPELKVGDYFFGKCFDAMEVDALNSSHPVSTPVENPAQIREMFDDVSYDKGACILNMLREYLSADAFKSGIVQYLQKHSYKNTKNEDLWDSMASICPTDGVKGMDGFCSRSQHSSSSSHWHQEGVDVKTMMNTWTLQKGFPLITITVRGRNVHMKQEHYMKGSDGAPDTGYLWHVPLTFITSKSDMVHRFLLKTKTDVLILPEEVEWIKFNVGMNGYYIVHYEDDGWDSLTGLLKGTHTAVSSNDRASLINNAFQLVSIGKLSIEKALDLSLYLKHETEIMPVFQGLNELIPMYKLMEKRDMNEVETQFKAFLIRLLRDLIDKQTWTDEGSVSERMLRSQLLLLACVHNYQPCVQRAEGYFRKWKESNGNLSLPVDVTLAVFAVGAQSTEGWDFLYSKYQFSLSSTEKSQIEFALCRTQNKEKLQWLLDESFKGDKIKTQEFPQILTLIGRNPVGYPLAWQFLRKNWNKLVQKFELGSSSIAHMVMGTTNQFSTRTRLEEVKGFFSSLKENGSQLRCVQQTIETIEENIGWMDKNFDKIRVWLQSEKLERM
FN deposit inh = inhibitors of fibronectin matrix deposition, primary screen, AH1F cells, Alexa488-fibronectin fluorescence, plate reader; AH1F fibroblasts, overnight; inhibition, % at 12.6 µM; actives 0.086% (n = 350,000); AID 743247, 2014;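 active = mean inhibition across replicates of 30% or more, regardless of how many single replicates reach that level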;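 note: positive control wells lacked labelled fibronectin entirely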
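material = AH1F fibroblast monolayer depositing Alexa488-labelled fibronectin into matrix | amount = 10000 AH1F cells/well | buffer or medium = DMEM plus 2% serum, read in PBS | incubation = 1 h cell adhesion before compound, then overnight fibronectin incubation | detection = fluorescence at 485 nm excitation, 525 nm emission | evaluation = percent inhibition as loss of matrix-bound fibronectin fluorescence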
* = called active by the depositor; / = not tested or not shown; & = joins results of further samples.

SMILES	S100A4 inh HTS	PAX8 reporter	PGC1a acetyl inh	EWS-Fli inh	LGR2 inh	PglD DTNB	ERAP1 HTS inh	FN deposit inh
CCCCNC(=O)C1(C)CCN1C(=O)Cc1cccc2ccccc12 (centres undefined)	-3	9	/	6	-7	-2	1	5
C[C@H](O)C#Cc1ccc2c(c1)O[C@@H](CN(C)C(=O)C1CCCCC1)[C@@H](C)CN([C@H](C)CO)S2(=O)=O	9	/	7	0	5	1	-1	/
C[C@H](CO)N1C[C@H](C)[C@@H](CN(C)C(=O)C2CCC2)Oc2ncc(-c3ccc(F)cc3)cc2C1=O	-4	/	-13	-5	0	0	-2	0
O=C(NNC(=O)c1ccccc1O)c1ccccc1O	4	37	-3	-38	-10	/	1	-10
N#Cc1ccc(NC(=O)Cn2cnc(S(=O)(=O)N3CCc4ccccc43)c2)cc1	-4	2	0	/	19	-1	-3	-6
CCS(=O)(=O)Nc1ccc2c(c1)C(=O)N(C)[C@H]1CC[C@@H](CC(=O)N3CCOCC3)O[C@H]1CO2	-4	-6	6	0	2	1	-2	-15
O=C(Nc1cccc(F)c1)N1CC(=O)N2[C@@H](CO)[C@@H](c3ccc(Br)cc3)[C@@H]2C1	0	-2	14	3	-10	/	1	/
CCN(C[C@H]1N[C@H](CO)[C@@H]1c1ccccc1)C(=O)c1ccncc1	-2	-7	2	-6	12	7	0	-6
C#CCOCCOCCOCCNc1nc(N2CCOCC2)nc(N2CCN(C(=O)[C@H]([C@@H](C)O)n3cc(CCCCN)nn3)CC2)n1	-1	-20	2	-4	5	0	-6	1
O=C(NCC1CCCO1)NC1CCCCC1 (centres undefined)	/	-4	2	/	/	-3	/	-5
C[C@@H]1CCCCO[C@@H](CN(C)C(=O)c2ccccc2)[C@@H](C)CN([C@H](C)CO)C(=O)c2cc(NS(=O)(=O)c3ccc(Cl)cc3)ccc2O1	-4	-42	-1	-2	5	-2	0	-3
Cc1ccc(N2C(=O)c3ccccc3C2Nc2ccccc2)nc1 (centres undefined)	-1	-173	/	-28	-36	-2	-1	-6
CCC(C)NC(=O)C(Cc1ccccc1)NS(=O)(=O)c1cccc2nsnc12 (centres undefined)	/	-33	-2	/	/	0	/	4
Cc1cc(=O)[nH]c(SCC(=O)Nc2c(C)n(C)n(-c3ccccc3)c2=O)n1	0	8	-1	0	-4	3	-1	2
Cn1c(N)c(C(=O)COC(=O)Cc2c(F)cccc2Cl)c(=O)n(C)c1=O	-3	7	-3	-10	0	-2	-1	-3
CC(=O)Nc1ccc2c(=O)n(-c3ccccc3)sc2c1	-1	-69	/	-6	-24	3	/	/
Cc1nc2cc(NC(=O)CSc3nc4c(C)cccc4cc3C#N)ccc2s1	/	-25	5	/	/	-1	/	-4
C[C@H](CO)N1C[C@H](C)[C@H](CN(C)S(C)(=O)=O)Oc2c(NC(=O)C3CCOCC3)cccc2C1=O	0	1	7	4	4	-2	0	/
COc1ccc(Cl)cc1C=CC=NNS(=O)(=O)c1ccc(C)cc1	0	2	/	8	16	/	0	-8
Cc1ccc(-c2csc3ncnc(-n4nnc5ccccc54)c23)cc1C	-6	-7	/	-2	11	/	1	-6
CCc1cccc(CC)c1NC(=O)CN1CC(C)SC1=NC1CCCCC1 (centres undefined)	/	-12	-9	/	/	5	/	3
Cc1cccc(CCNC(=O)C2CCCN(c3ncnc4c3nc3n4CCCCC3)C2)c1 (centres undefined)	0	-2	-31	6	-1	-1	-1	-3
CCC(=O)c1ccc(OC(C)C(=O)NC2(C#N)CCCCC2)cc1 (centres undefined)	9	10	-13	7	5	/	1	-9
C[C@H](CO)N1C[C@H](C)[C@H](CN(C)Cc2cccnc2)Oc2cc(C#CCN(C)C)ccc2S1(=O)=O	-10	/	5	1	12	0	2	3
C[C@H]1CCCCO[C@@H](CN(C)Cc2ccc(C(=O)O)cc2)[C@@H](C)CN([C@@H](C)CO)C(=O)c2cc(NC(=O)CCCN(C)C)ccc2O1	0	-7	18	1	5	-2	-5	/
CCOCCCN(CC(=O)NC1CCCC1)C(=O)C(=O)Nc1ccc2c(c1)OCCO2	-7	0	/	5	-14	7	-2	-4
COc1cccc(-c2nn(C)c3sc(C(=O)NCCCN(C)Cc4ccccc4)cc23)c1	-6	8	-36	13	-4	0	-1	15
CN(C(=O)CSc1nnc(-c2c[nH]c3ccccc23)o1)C1CCS(=O)(=O)C1 (centres undefined)	-6	17	/	21	9	/	7	2
Cc1cc(C)nc(N/N=C/c2cn[nH]c2-c2ccc(F)cc2)n1	-10	12	14	4	8	-6	0	2
O=C(N/C(=C/c1cccc([N+](=O)[O-])c1)C(=O)N1CCCCC1)c1ccco1	2	16	/	-3	2	-10	2	-5
CC(=O)NC12CC3CC(C1)CC(C(=O)Nc1nc4ccc(S(C)(=O)=O)cc4s1)(C3)C2	-5	-5	/	/	10	-5	11	5
Cc1ccc(C(=O)Nc2cnc3ccccc3c2)cc1	/	90*	11	/	/	-3	/	1
CCNC(=S)N/N=C/c1cccc(/C=N/NC(=S)NCC)c1	3	-13	3	-6	2	/	-4	4
COCC(=O)NC[C@H]1[C@H](c2ccc(C3=CCCC3)cc2)[C@H](CO)N1C(C)=O	-2	-9	14	-5	-12	0	0	2
O=C(C[C@H]1CC[C@@H]2[C@H](COC[C@H](O)CN2Cc2ccccc2)O1)NCc1ccccc1Cl	2	-5	-17	-5	-8	-1	2	-2
O=C(COC(=O)c1cnccn1)Nc1c(Cl)cc(Cl)cc1Cl	-8	-17	/	0	3	-5	0	/
O=C(C1CCCN(c2ncnc3c2nc2n3CCCCC2)C1)N1CCN(c2ccc(Cl)cc2)CC1 (centres undefined)	-2	52	/	/	26	4	-1	2
Cc1ccc(S(=O)(=O)NCCc2nnc3ccc(SCc4cccnc4)nn23)cc1	-12	-162	0	7	-9	/	-2	/
Nc1c(S(=O)(=O)c2ccccc2)c2nc3ccccc3nc2n1C1CC1	3	12	/	7	11	/	0	/
Cc1ccc(NC(=O)CO/N=C/c2ccccc2C)c(C)c1	-6	3	/	4	18	/	2	5
COCCNc1nc(=S)[nH]c2cc(OC)c(OC)cc12	/	7	-21	/	/	3	/	-5
Cn1c(=S)c2[nH]c(SCCC(C)(C)C)nc2n(C)c1=O	0	-5	/	24	0	/	2	-5
CCOC(=O)C1=C(COC(=O)C2CC(=O)N(CCc3ccccc3)C2)NC(=O)NC1C (centres undefined)	8	6	0	2	4	-4	-1	2
C[C@H]1CCCCO[C@H](CN(C)Cc2ccc(C(=O)O)cc2)[C@@H](C)CN([C@@H](C)CO)C(=O)c2cc(NS(=O)(=O)c3ccc(F)cc3)ccc2O1	-1	-24	2	-7	-4	-2	-1	/
CC(Oc1ccc(F)cc1)C(=O)Nc1ccccc1C(=O)NC1CC1 (centres undefined)	-1	-7	13	-1	-4	/	0	-1
C=CCc1cccc(CNc2ccc(Br)cc2)c1O	11	-18	-5	-1	-43	/	2	5
CCc1sc(C(=O)NNC(=O)c2cncc(Br)c2)cc1C	-1	-2	-9	7	-12	1	-1	-8
Cc1ccccc1S(=O)(=O)NCC[C@H]1CC[C@H](NC(=O)C2CCCC2)[C@H](CO)O1	33	-8	3	-5	11	5	1	-2
CC(C)Cn1c(N)c(C(=O)COC(=O)c2cc3ccccc3cc2O)c(=O)n(C)c1=O	-9	23	/	5	21	-1	1	17
CC(=O)N1C[C@H]2CON(C)[C@H]2C[C@H]1c1cccc(-c2ccccc2C)c1	19	-5	10	-4	-27	/	0	-4
CCCNC(=O)Nc1ccc2c(c1)OC[C@H](C)N(Cc1ccccn1)C[C@@H](C)[C@H](OC)CN(C)C2=O	2	5	-2	2	18	0	1	-1
O=C(Nc1ccccc1N1CCOCC1)c1ccc2c(c1)C(=O)N(Cc1ccncc1)C2=O	/	16	3	/	/	1	/	-2
CC(OC(=O)c1cc(=O)c2cc(Cl)ccc2o1)C(=O)N1CCCC1 (centres undefined)	-2	-2	10	-5	4	-14	0	20
CC(/C=N/NC(=O)c1ccccn1)=C\c1ccco1	-4	-35	-3	-49	/	2	/	0
COc1ccc(C2NC(=O)NC(C)=C2C(=O)Nc2cccc(C)c2C)cc1 (centres undefined)	0	-2	-3	-6	3	1	2	-6
CC(C)CN(CC(C)C)C(=O)c1cc(S(=O)(=O)N2CCCCC2)c[nH]1	-4	-4	7	/	6	/	-5	-3
O=C(CSc1nc(O)cc(=O)n1-c1ccccc1)Nc1ccc(Br)cn1	-11	14	-22	0	-6	12	-9	-1
CCOc1cc(/C=N/NC(=O)c2cccnc2)ccc1OCC(N)=O	11	2	/	7	-6	/	3	-4
CC(=O)CSc1nc2ccc(Nc3nc(N4CCOCC4)nc(N4CCOCC4)n3)cc2s1	/	40	-19	/	/	-1	/	-10
COc1ccc2[nH]c(=O)c(CN(CC3CCCO3)S(=O)(=O)c3ccccc3F)cc2c1 (centres undefined)	-2	14	1	0	5	-2	-1	-2
More compounds.
SMILES	S100A4 inh HTS	PAX8 reporter	PGC1a acetyl inh	EWS-Fli inh	LGR2 inh	PglD DTNB	ERAP1 HTS inh	FN deposit inh
C/C=C(\C)C(=O)O[C@@H]([C@H](O)c1cc2ccc(=O)oc2cc1OC)C(C)(C)O	7	-11	10	-3	13	1	1	16
C=CCn1c(SCC(=O)NC2CC2)nc2ccccc2c1=O	-1	-1	/	-3	2	-3	-2	1
O=C(C[C@@H]1CC[C@@H]2[C@H](COC[C@H](O)CN2C(=O)c2ccc(F)cc2)O1)Nc1nccs1	-5	-2	0	-13	-13	2	0	-8
CO[C@@H]1CN(C)C(=O)c2ccc(NC(=O)Cc3ccccc3)cc2OC[C@@H](C)N(CCc2ccccc2)C[C@H]1C	-3	26	8	5	1	0	2	-5&1
CC1CCCC(C)N1C(=O)COC(=O)c1ccco1 (centres undefined)	-1	-5	9	-5	-10	2	-3	1
CC(C)c1cn(CC[C@H]2CC[C@@H](NS(=O)(=O)c3ccc(Cl)cc3)[C@H](CO)O2)nn1	-7	3	-2	3	17	0	2	/
CN(C(=O)c1ccc(S(=O)(=O)N2CCOCC2)cc1)C1CCS(=O)(=O)C1 (centres undefined)	-1	-3	-1	3	-6	-4	-1	3
COc1ccc(CCNc2nc(-c3ccccn3)cs2)cc1OC	-4	-29	/	10	-28	/	0	-5
S=C(Nc1ccc2nsnc2c1)N1CCCC1	0	-93	21	-61	-91	-5	-3	-5
COc1ccc(NC(=O)c2c(N)cnn2C)cc1	0	6	/	-35	5	0	2	-3
